# Bioassay records as filed in PubChem.
# NSD2 inh: inhibitors of human NSD2 methyltransferase. NSD2-SET H3K36me1 DELFIA fluorescence, biochemical. O96028. inhibition, % at 12.5 µM. hit rate 0.07% among 44,000. AID 624260; in the data active = inhibition above about 54%, passing the limit was not always enough;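 also: inhibitors reduce the monomethyl H3K36 fluorescence signal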
# * = called active by the depositor. A portion of the library, so the mix of outcomes need not match the whole.
mol,NSD2 inh
C[C@@H]1O[C@@H](O[C@H]2[C@H](O[C@H]3[C@H](O)[C@@H](C(=O)O)O[C@@H](O[C@H]4CC[C@@]5(C)C(CC[C@]6(C)C5CC[C@]57OC[C@@]8(CCC(C)(C)CC85)[C@H](O)C[C@]76C)C4(C)C)[C@@H]3O[C@@H]3O[C@H](CO)[C@@H](O[C@@H]4OC[C@@H](O)[C@H](O)[C@H]4O)[C@H](O)[C@H]3O)O[C@H](CO)[C@H](O)[C@@H]2O)[C@H](O)[C@H](O)[C@H]1O (stereo partly drawn),4
CC(=O)N(C)C[C@@H]1Oc2ncc(C#Cc3ccc(F)cc3)cc2C(=O)N([C@H](C)CO)C[C@H]1C,-3
COc1ccccc1NC(=O)N[C@H]1C=C[C@@H](CC(=O)N[C@H](C)c2ccccc2)O[C@@H]1CO,0
C[C@H]1CN([C@@H](C)CO)C(=O)c2cccc(NC(=O)C3CC3)c2O[C@H]1CN(C)S(=O)(=O)c1ccc(Cl)cc1,2
C[C@@H]1CN([C@@H](C)CO)C(=O)c2cccc(NC(=O)Nc3ccc(F)cc3)c2O[C@H]1CN(C)C(=O)NC1CCCCC1,-1
C[C@@H]1CN([C@@H](C)CO)S(=O)(=O)c2ccc(C#C[C@@H](C)O)cc2O[C@@H]1CN(C)C(=O)CN(C)C,-3
COc1ccc(S(=O)(=O)N(C)C[C@H]2Oc3cc(-c4ccccc4OC)ccc3S(=O)(=O)N([C@H](C)CO)C[C@H]2C)cc1,7
COc1ccc(S(=O)(=O)Nc2ccc3c(c2)C(=O)N([C@@H](C)CO)C[C@@H](C)[C@H](CN(C)S(=O)(=O)c2c(C)noc2C)OCCCC[C@H](C)O3)cc1,-5
O=C(C[C@H]1C[C@H]2c3cc(NC(=O)C4CCC4)ccc3O[C@H]2[C@@H](CO)O1)NCc1ccccn1,-3
COc1ccc(NC(=O)N(C)C[C@H]2OCCCC[C@@H](C)Oc3ccc(NC(=O)CCCN(C)C)cc3C(=O)N([C@H](C)CO)C[C@@H]2C)cc1,6
C[C@@H]1CN([C@@H](C)CO)C(=O)c2cc(NS(C)(=O)=O)ccc2O[C@@H]1CN(C)S(=O)(=O)c1ccc(F)cc1,1
C[C@H]1CN([C@@H](C)CO)C(=O)c2cc(C3=CCCCC3)cnc2O[C@H]1CN(C)C(=O)c1cccc(F)c1,2
COc1ccc(/C=N/NC(=O)CCCCCC(=O)NO)cc1O,-2
Cc1noc(C)c1S(=O)(=O)N(C)C[C@@H]1Oc2ccc(NC(=O)Nc3cccc4ccccc34)cc2CC(=O)N([C@H](C)CO)C[C@H]1C,1
C[C@@H]1CCCCO[C@H](CN(C)S(=O)(=O)c2ccc(F)cc2)[C@@H](C)CN([C@H](C)CO)C(=O)c2cc(NC(=O)Nc3cccc4ccccc34)ccc2O1,-5
C[C@H]1CN([C@@H](C)CO)C(=O)Cc2cc(NS(=O)(=O)c3cccs3)ccc2O[C@H]1CN(C)CC1CCCCC1,-6
C[C@H](CO)N1C[C@H](C)[C@H](CN(C)CC2CC2)OCCCC[C@H](C)Oc2ccc(NC(=O)Nc3ccc(C(F)(F)F)cc3)cc2C1=O,6
C[C@H](CO)N1C[C@H](C)[C@@H](CN(C)S(=O)(=O)c2cccs2)OCCCC[C@H](C)Oc2ccc(NC(=O)CCC(F)(F)F)cc2C1=O,-4
CCCC#Cc1cnc2c(c1)C(=O)N([C@H](C)CO)C[C@H](C)[C@@H](CN(C)Cc1ccncc1)O2,-1
C[C@H]1CN([C@@H](C)CO)S(=O)(=O)c2ccc(-c3cccnc3)cc2O[C@@H]1CN(C)C(=O)NC1CCCC1,-5
C[C@H](CO)N1C[C@H](C)[C@@H](CN(C)C(=O)C2CCOCC2)Oc2ncc(C#CC(C)(C)O)cc2C1=O,1
Cc1noc(C)c1S(=O)(=O)Nc1ccc2c(c1)C(=O)N([C@@H](C)CO)C[C@H](C)[C@@H](CN(C)C(=O)Nc1ccccc1)O2,6
C[C@H](CO)N1C[C@H](C)[C@@H](CN(C)Cc2ccncc2)OCCCC[C@H](C)Oc2ccc(NC(=O)CCC(F)(F)F)cc2C1=O,2
COc1ccc(NC(=O)Nc2ccc3c(c2)C(=O)N([C@H](C)CO)C[C@H](C)[C@@H](CN(C)S(C)(=O)=O)O3)cc1,2
COc1ccc(S(=O)(=O)N(C)C[C@H]2Oc3ccc(NC(=O)Cc4ccccc4)cc3CC(=O)N([C@H](C)CO)C[C@@H]2C)cc1,5
Cc1cc(C)nc(N2CC(=O)N(CCOc3ccc(Br)cc3)C2=O)n1,8
CC(C)C#Cc1ccc2c(c1)O[C@H](CN(C)Cc1ccccc1)[C@H](C)CN([C@H](C)CO)S2(=O)=O,0
C[C@@H]1CN([C@@H](C)CO)C(=O)Cc2cc(NC(=O)C3CC3)ccc2O[C@H]1CN(C)Cc1ccccc1,7
CCCC#Cc1cnc2c(c1)C(=O)N([C@@H](C)CO)C[C@H](C)[C@@H](CN(C)C(=O)NC1CCCC1)O2,-7
CNC[C@@H]1OCCCC[C@@H](C)Oc2ccc(NC(=O)Nc3ccc(C(F)(F)F)cc3)cc2C(=O)N([C@H](C)CO)C[C@@H]1C,0
C[C@@H]1CN([C@H](C)CO)C(=O)Cc2cc(NC(=O)CCC(F)(F)F)ccc2O[C@H]1CN(C)Cc1ccc(C(=O)Nc2ccccc2N)cc1,-5
O=C(CCCCCC(=O)N/N=C/c1ccc(F)cc1)NO,1
COc1ccc(/C=C/C=O)cc1,3
COc1ccc(NC(=O)Nc2cccc3c2O[C@H](CN(C)S(=O)(=O)c2cccs2)[C@H](C)CN([C@H](C)CO)C3=O)cc1,-43
C[C@@H]1CCCCO[C@@H](CN(C)Cc2ccncc2)[C@@H](C)CN([C@@H](C)CO)C(=O)c2cc(NS(=O)(=O)c3ccccc3)ccc2O1,0
CCCNC(=O)C[C@@H]1C[C@@H]2c3cc(NS(C)(=O)=O)ccc3O[C@@H]2[C@@H](CO)O1,-1
CS(=O)(=O)Nc1ccc2c(c1)[C@H]1C[C@@H](CC(=O)NCC3CC3)O[C@H](CO)[C@H]1O2,-2
Cc1noc(C)c1S(=O)(=O)Nc1ccc2c(c1)CC(=O)N([C@@H](C)CO)C[C@@H](C)[C@@H](CN(C)CC1CCCCC1)O2,-3
COc1ccc(NC(=O)Nc2ccc3c(c2)C(=O)N([C@@H](C)CO)C[C@H](C)[C@@H](CN(C)S(=O)(=O)c2ccc(Cl)cc2)OCCCC[C@@H](C)O3)cc1,19
C[C@@H]1CN([C@@H](C)CO)C(=O)c2cccc(NS(=O)(=O)c3ccccc3)c2O[C@@H]1CN(C)Cc1ccc(C(=O)Nc2ccccc2N)cc1,-3
C[C@H](CO)N1C[C@H](C)[C@@H](CN(C)C(=O)Nc2ccc(F)cc2)Oc2ccc(NS(=O)(=O)c3ccccc3)cc2CC1=O,-3
CC1OC(OCC2OC(Oc3c(-c4ccc(O)c(O)c4)oc4cc(O)cc(O)c4c3=O)C(O)C(O)C2O)C(O)C(O)C1O (stereo not drawn),1
C[C@H](CO)N1C[C@H](C)[C@@H](CN(C)S(=O)(=O)c2ccc(F)cc2)Oc2ccc(NC(=O)CCN3CCOCC3)cc2CC1=O,-2
Cc1ccc(S(=O)(=O)N(C)C[C@H]2OCCCC[C@H](C)Oc3ccc(NC(=O)Cc4ccccc4)cc3C(=O)N([C@@H](C)CO)C[C@@H]2C)cc1,5
C[C@@H]1CCCCO[C@H](CN(C)CC2CC2)[C@H](C)CN([C@@H](C)CO)C(=O)c2cc(NC(=O)Nc3ccccc3)ccc2O1,2
CC(C)C#Cc1ccc2c(c1)O[C@@H](CN(C)CC1CCOCC1)[C@H](C)CN([C@@H](C)CO)S2(=O)=O,-2
COc1ccccc1C#Cc1ccc2c(c1)O[C@@H](CN(C)Cc1ccccc1)[C@H](C)CN([C@@H](C)CO)S2(=O)=O,-1
CC(C)NC(=O)N(C)C[C@H]1Oc2ccc(NS(=O)(=O)c3ccc(Cl)cc3)cc2C(=O)N([C@H](C)CO)C[C@@H]1C,1
COc1ccc(NC(=O)N(C)C[C@@H]2OCc3ccccc3-c3ccccc3C(=O)N([C@H](C)CO)C[C@@H]2C)c(OC)c1,1
CO[C@@H](CN(C)C(=O)C1CCOCC1)[C@H](C)CN(C(=O)Nc1ccc(C(F)(F)F)cc1)[C@@H](C)CO,0
C[C@@H]1CN([C@H](C)CO)C(=O)Cc2cc(NS(=O)(=O)c3ccc(Cl)cc3)ccc2O[C@H]1CN(C)Cc1ccc(Oc2ccccc2)cc1,-5
C[C@H]1CN([C@@H](C)CO)C(=O)c2cccc(NC(=O)c3cnccn3)c2O[C@H]1CN(C)C(=O)Nc1ccccc1,3
C[C@H]1CN([C@@H](C)CO)C(=O)c2cc(NC(=O)Cc3ccccc3)ccc2O[C@H]1CN(C)C(=O)Nc1cccc2ccccc12,-3
C[C@@H]1CN([C@H](C)CO)C(=O)Cc2cc(NC(=O)Cc3cn(C)c4ccccc34)ccc2O[C@H]1CN(C)S(C)(=O)=O,-1
C[C@@H]1CN([C@H](C)CO)C(=O)c2cc(-c3cccc(C(=O)N(C)C)c3)cnc2O[C@H]1CN(C)C(=O)Cc1ccccn1,-1
Cc1noc(C)c1NC(=O)N(C)C[C@@H]1OCCCC[C@H](C)Oc2ccc(NC(=O)Nc3ccc(F)cc3)cc2C(=O)N([C@@H](C)CO)C[C@@H]1C,1
COCCNC(=O)C[C@H]1C[C@H]2c3cc(NC(=O)COC)ccc3O[C@H]2[C@@H](CO)O1,1
Cc1cccc(C#Cc2ccccc2)n1,0
C[C@H](CO)N1C[C@H](C)[C@H](CN(C)Cc2ccc(C(=O)Nc3ccccc3N)cc2)OCc2cn(nn2)CCCC1=O,0
C[C@@H]1CCCCO[C@H](CN(C)Cc2ccc3c(c2)OCO3)[C@@H](C)CN([C@@H](C)CO)C(=O)c2cc(NS(C)(=O)=O)ccc2O1,3

# Further entries.
mol,NSD2 inh
C[C@@H]1CN([C@H](C)CO)C(=O)c2cccc(NC(=O)c3cnccn3)c2O[C@@H]1CN(C)C(=O)NC1CCCCC1,2
CO[C@H](CN(C)Cc1cc(F)ccc1F)[C@@H](C)CN(C(=O)Nc1ccc(C(F)(F)F)cc1)[C@H](C)CO,21
C[C@H]1CN([C@@H](C)CO)C(=O)c2cc(-c3cccc(F)c3)cnc2O[C@@H]1CN(C)Cc1cncnc1,0
COc1ccc(-n2nnnc2-c2c[nH]c3ccc(Cl)cc23)cc1,11
CN1CCN(C(=O)C[C@@H]2CC[C@H](NS(=O)(=O)c3cccc(F)c3)[C@@H](CO)O2)CC1,2
O=C(Nc1ccc2c(c1)[C@@H]1C[C@H](CC(=O)N3CCc4ccccc4C3)O[C@@H](CO)[C@@H]1O2)C1CCC1,-5
O=C(C[C@H]1CC[C@H](NC(=O)NC2CCCCC2)[C@H](CO)O1)NCc1ccccc1,3
C[C@H](CO)N1C[C@H](C)[C@H](CN(C)C(=O)[C@@H](Cc2ccccc2)N(C)C)OCc2ccccc2-c2ccccc2C1=O,4
Cc1noc(C)c1NC(=O)Nc1ccc2c(c1)C(=O)N([C@H](C)CO)C[C@H](C)[C@H](CN(C)CC1CCCCC1)O2,4
C[C@H]1CN([C@@H](C)CO)S(=O)(=O)c2ccc(/C=C/c3ccccc3)cc2O[C@H]1CN(C)C(=O)NC1CCCCC1,1
COC(=O)N(C)C[C@H]1OCc2cnnn2CCCC(=O)N([C@@H](C)CO)C[C@H]1C,-3
O=C(C[C@@H]1CC[C@@H](NC(=O)c2cnccn2)[C@H](CO)O1)NCc1ccccc1F,1
COCC#Cc1cnc2c(c1)C(=O)N([C@H](C)CO)C[C@@H](C)[C@@H](CN(C)C(=O)NC1CCCC1)O2,11
C[C@@H]1CCCCO[C@H](CN(C)Cc2ccncc2)[C@@H](C)CN([C@H](C)CO)C(=O)c2cc(NC(=O)c3ccccc3)ccc2O1,0
COCC#Cc1cnc2c(c1)C(=O)N([C@@H](C)CO)C[C@H](C)[C@@H](CN(C)C(=O)CCN1CCCCC1)O2,3
C[C@H](CO)N1C[C@H](C)[C@@H](CN(C)C(=O)NC2CCCCC2)Oc2c(NC(=O)C3CCOCC3)cccc2C1=O,1
C[C@H](CO)N1C[C@H](C)[C@@H](CN(C)C(=O)NC2CCCCC2)Oc2c(NC(=O)CCCCCC(=O)Nc3ccccc3N)cccc2C1=O,3
CCCNC(=O)N(C)C[C@H]1Oc2ncc(-c3ccc(C(=O)N(C)C)cc3)cc2C(=O)N([C@H](C)CO)C[C@@H]1C,-92
CCCCCC1OC2=C(C(=O)N(OC)C2CSCC(O)C(=O)O)C(O)C1(C)O (stereo not drawn),0
CCCC#Cc1ccc2c(c1)O[C@@H](CN(C)C(=O)c1ccccn1)[C@H](C)CN([C@@H](C)CO)S2(=O)=O,-1
CCn1c2ccccc2c2cc(/C=N/NC(=O)c3ccccn3)ccc21,9
C[C@H](CO)N1C[C@H](C)[C@@H](CN(C)Cc2cccc(C(=O)O)c2)Oc2ncc(/C=C/c3ccccc3)cc2C1=O,11

# A different layout for part of the listing above.
> CN1CCN(C(=O)C[C@@H]2CC[C@H](NS(=O)(=O)c3cccc(F)c3)[C@@H](CO)O2)CC1
  NSD2 inh: 2

> O=C(Nc1ccc2c(c1)[C@@H]1C[C@H](CC(=O)N3CCc4ccccc4C3)O[C@@H](CO)[C@@H]1O2)C1CCC1
  NSD2 inh: -5

> O=C(C[C@H]1CC[C@H](NC(=O)NC2CCCCC2)[C@H](CO)O1)NCc1ccccc1
  NSD2 inh: 3

> C[C@H](CO)N1C[C@H](C)[C@H](CN(C)C(=O)[C@@H](Cc2ccccc2)N(C)C)OCc2ccccc2-c2ccccc2C1=O
  NSD2 inh: 4
